Screening data deposited in PubChem by NCI.
All columns: NCI-60 one-dose screen, growth in % after 48 h at 10 µM unless noted; 100 = growth as untreated, 0 = no growth, -100 = all killed.
NCI-H23: NCI-H23 lung cancer; actives 4% (n = 80,000); AID 1794731
NCI-H460: NCI-H460 lung cancer. AID 1794736. actives 6.8% (n = 82,000)
OVCAR-5: OVCAR-5 ovarian cancer | actives 2.9% (n = 82,000) | AID 1794783
NCI/ADR-RES: NCI/ADR-RES ovarian cells | AID 1794790 | actives 4.4% (n = 81,000)
OVCAR-3: OVCAR-3 ovarian cancer | actives 7% (n = 79,000) | AID 1794787
NCI-H522: NCI-H522 lung cancer. actives 8% (n = 78,000). AID 1794739
OVCAR-8: OVCAR-8 ovarian cancer | actives 4.4% (n = 81,000)
NCI-H322M: NCI-H322M lung cancer. actives 2.7% (n = 80,000)
NCI-H226: NCI-H226 lung cancer; actives 3.5% (n = 79,000)
Starred values were filed as active, the others as inactive; nt = no result given; & = joins results of further samples; [ ] = another dose, or the depositor's remark. Rule for the calls: active = growth percent below 10; inactive = the rest.

SMILES | NCI-H23 | NCI-H460 | OVCAR-5 | NCI/ADR-RES | OVCAR-3 | NCI-H522 | OVCAR-8 | NCI-H322M | NCI-H226
CCOP(=O)(OCC)C(Cc1ccc(OC)c(OC)c1)N=C(c1ccccc1)c1ccccc1 (centres undefined) | 103 | 106 | 96 | 94 | 98 | 82 | 103 | 86 | 102
Cc1cc(Nc2ccc(Br)cc2)nc(N)n1 | 94 | 102 | 104 | 109 | 99 | 74 | 85 | 95 | 88
Cc1[nH]c(-c2ccc3cc[nH]c3c2)c2c1C(=O)CCCC2 | 49 | 67 | 78 | 41 | 51 | 37 | 46 | 50 | 52
NNC(=O)c1nc(N)n(-c2ccc(S(N)(=O)=O)cc2)n1 | 97 | 105 | 101 | 100 | 89 | 80 | 96 | 97 | 99
O=c1[nH]c2ccccc2cc1CSc1nccc(-c2ccc3ccccc3c2)n1 | 78 | 77 | 94 | 42 | 102 | 50 | 80 | 96 | 70
CC1CN=C(c2ccccn2)C(c2ccccn2)=N1 (centres undefined) | 95 | 108 | 106 | 106 | 104 | 103 | 99 | 95 | 104
CCCC[n+]1ccc(SCC(=O)n2ccc3ccccc32)c2ccccc21 | 75 | 98 | 103 | 110 | 92 | 83 | 93 | 96 | 71
COc1cc2cc(Sc3ccc(NC(=O)Nc4ccc(Cl)c(Cl)c4)cc3)c(C)nc2cc1OC | 85 | 75 | 85 | 86 | 73 | 66 | 84 | nt | 91
CCOC(=O)N1CCN(c2nncc3ccccc23)CC1 | 105 | 105 | 128 | 102 | 105 | 100 | 98 | 113 | 100
CC(C)(C)[Si](C)(C)O[C@H]1C(=O)C=CN2CC=C[C@@H]12 | 93[100 µM] | 103[100 µM] | 94[100 µM] | 106[100 µM] | 103[100 µM] | 92[100 µM] | 97[100 µM] | 104[100 µM] | 94[100 µM]
Nc1cc(OCC(=O)O)c(Cl)cc1Cl | 103 | 106 | 119 | 109 | 109 | 110 | 100 | 112 | 104
O=[N+]([O-])c1ccc(N/N=C/c2c(O)ccc3ccccc23)c([N+](=O)[O-])c1 | 89 | 103 | nt | 110 | 112 | 100 | 99 | 107 | 93
N#Cc1c(-c2ccccc2)cc(-c2ccccc2)n(CCCCCC(=O)Nc2ccccc2N)c1=O | 81 | 51 | 66 | 49 | 59 | 56 | 59 | 81 | 70
OC1CCC2CCCC2C1 (centres undefined) | 102 | 98 | 102 | 96 | 104 | 103 | 122 | 102 | nt
CCCCCCCCN(CC(=O)O)CC(=O)O | 105 | 115 | 103 | 109 | 109 | 106 | 102 | 106 | 99
CC1(O)c2ccccc2-c2ccccc21 | 95 | 109 | 94 | 100 | 111 | 92 | 102 | 104 | 99
OC(c1ccccc1)C1(c2ccccc2)OCCO1 (centres undefined) | 111 | 113 | 98 | 107 | 112 | 93 | 98 | 104 | 100
CC(=O)O[C@]1(C(C)=O)CC[C@H]2[C@@H]3C[C@H](C)C4=CCCC[C@]4(C)[C@H]3CC[C@@]21C | 102 | 97 | 115 | 105 | 101 | 103 | 88 | 121 | 98
Cc1cc(=O)n2[nH]c(-c3ccco3)cc2n1 | 105 | 111 | 106 | 105 | 112 | 101 | 106 | 102 | 102
OC1OCC(COc2cc(Cl)c(Cl)cc2Cl)OC1O (centres undefined) | 99 | 102 | 103 | 100 | 103 | 83 | 101 | 103 | 102
COc1ccc(C2=NNC(c3ccc(Oc4ccc(Br)cc4)cc3)C2)cc1OC (centres undefined) | 95 | 101 | 112 | 105 | 107 | 88 | 104 | 98 | 94
O=S(=O)(c1ccccc1)n1nccn1 | 99 | 106 | 98 | 101 | 116 | 98 | 102 | 98 | 99
O=C1C(Cl)=C(Sc2ccccn2)SC2c3cccn3CCN12 (centres undefined) | 95 | 95 | 126 | 106 | 102 | 86 | 100 | 111 | 98
O=C(CO)NCc1ccccc1 | 99 | 105 | 105 | 106 | 123 | 98 | 99 | 97 | 100
CC(C)C[C@H]1C=C[C@H](CC(C)C)N(Cc2ccccc2)S(=O)(=O)N1Cc1ccccc1 | 63[7.5 µM] | 79[7.5 µM] | 115[7.5 µM] | 94[7.5 µM] | 95[7.5 µM] | 55[7.5 µM] | 94[7.5 µM] | 130[7.5 µM] | nt
CNC(=O)c1n[nH]c(=S)[nH]c1=O | 104 | 114 | 104 | 108 | 130 | 105 | 115 | 97 | 98
O=c1oc2cc(OS(=O)(=O)c3ccccc3)c(Cl)cc2c2c1CCCCC2 | 82 | 96 | 94 | 80 | 93 | 68 | 101 | 99 | 90
N#C/C(=C\c1c(F)cccc1Cl)C(=O)O | 101 | 110 | 98 | 98 | 100 | 85 | 95 | 97 | 103
O=C1c2ccccc2OC=C(c2ccccc2)N1CCCCNc1ccc(S(=O)(=O)Nc2ncccn2)cc1 | 101 | 103 | 105 | 99 | 104 | 83 | 92 | 93 | 91
O=C(/C=C/c1ccccc1)c1ccccc1O | 82 | 93 | 91 | 94 | 89 | 70 | 88 | 90 | 92
COc1ccc(NS(=O)(=O)c2nn(C)c3nc(C)c(Cl)c(C)c23)cc1 | 97 | 96 | 98 | 91 | 102 | 97 | 91 | 90 | 86
CCOc1ccc(-n2nc(C(=O)Nc3ccccc3OC)nc2-c2cc(OC)c(OC)c(OC)c2)cc1 | 98 | 83 | 82 | 85 | 96 | 69 | 90 | 77 | 82
COc1ccc(C2=NN(C=O)C(c3ccc(Oc4nc5c(c(=O)n(C)c(=O)n5C)n4C)c(OC)c3)C2)cc1 (centres undefined) | 81 | 99 | 97 | 63 | 101 | 93 | 85 | 77 | 82
COc1cc2c3c([nH]c(=O)c2c(O)c1OC)CCCC3 | 84 | 91 | 82 | 90 | 91 | 87 | 85 | 86 | 80
O=C(CCCC(=O)N/N=C/c1ccc(Cl)cc1Cl)N/N=C\c1ccc(Cl)cc1Cl | 101 | 102 | 106 | 107 | 116 | 98 | 101 | 126 | 106
O=C(O)C1(O)C[C@@H](O)C(O)[C@H](O)C1 (some centres undefined) | 99&101 | 110&116 | 96&99 | 100&108 | 104&130 | 86 | 104&105 | 98&103 | 102&98
CC1=CC(C)(C)c2cc3c(cc21)C(C)(C)CCC3(C)C | 99 | 108 | 93 | 98 | 109 | 71 | 100 | 88 | 103
CS(=O)(=O)c1ccc(C(=O)N/N=C/c2cccnc2)cc1 | 100 | 104 | 114 | 109 | 103 | 85 | 104 | 97 | 88
O=C(c1ccccc1)C1CC1c1ccccc1 (centres undefined) | 104&104 | 106&107 | 99&105 | 104&100 | 117&108 | 97&95 | 101&97 | 104&93 | 102
COC(=O)c1cc(-c2ccc(OC)c(OC)c2)[nH]c1N/N=C/c1c(Cl)cccc1Cl | 41 | 15 | 49 | 27 | -19* | 14 | 41 | 55 | 62
COc1ccc(C(=O)COc2ccc(/C=C3\CSc4ccc(C)cc4C3=O)cc2)cc1 | nt | 103 | nt | nt | 102 | 77 | 85 | 110 | 94
COc1ccc(-c2c(N)c(=O)n(C)c3ccccc23)cc1 | 68 | 88 | 77 | 59 | 52 | 61 | 74 | 77 | 47
COc1ccc(-c2cc(C(=O)c3cc(C)c(C)cc3O)c[nH]c2=O)cc1 | 87 | 97 | 89 | 94 | 94 | 87 | 89 | 91 | 91
CCN(CC)Cc1cc(C(C)(C)C)cc(N2CCOCC2)c1O | 114 | 114 | 104 | 107 | 113 | nt | 101 | 99 | 93
O=C(O)C(C(=O)O)C(c1ccccc1)c1ccccc1Br (centres undefined) | 97 | 104 | 102 | 105 | 103 | 81 | 99 | 103 | 95
COc1cc(C(O)CCN(CCO)Cc2ccccc2)cc(OC)c1OC (centres undefined) | 102 | 103 | 99 | 100 | 117 | 99 | 114 | 107 | 102
COc1ccc(/C=N/C2=C(C#N)C(c3ccccc3)c3ccc4ccccc4c3O2)cc1 (centres undefined) | 30 | 8.6* | 27 | 4.7* | 2.1* | -7.1* | 14 | 44 | 51
CC(O)CNC(=O)C(C)NC(=O)c1ccc(Br)s1 (centres undefined) | 109 | 108 | 92 | 104 | 103 | 84 | 97 | 92 | 92
Cc1ccc(Nc2nc(-c3ccc(F)cc3)c(C#N)c(=O)n2C)cc1 | 67 | 84 | 63 | 76 | 62 | 50 | 67 | 75 | 64
COc1ccc(/C=C/C(=O)Nc2ccc(C=C3c4ccccc4C(=O)c4ccccc43)cc2)cc1 | 55 | 69 | 84 | 57 | 61 | 49 | 65 | 104 | 64

Shown in markdown: 11 of the compounds above
| SMILES | NCI-H23 | NCI-H460 | OVCAR-5 | NCI/ADR-RES | OVCAR-3 | NCI-H522 | OVCAR-8 | NCI-H322M | NCI-H226 |
| --- | --- | --- | --- | --- | --- | --- | --- | --- | --- |
| CC1=CC(C)(C)c2cc3c(cc21)C(C)(C)CCC3(C)C | 99 | 108 | 93 | 98 | 109 | 71 | 100 | 88 | 103 |
| CS(=O)(=O)c1ccc(C(=O)N/N=C/c2cccnc2)cc1 | 100 | 104 | 114 | 109 | 103 | 85 | 104 | 97 | 88 |
| O=C(c1ccccc1)C1CC1c1ccccc1 (centres undefined) | 104&104 | 106&107 | 99&105 | 104&100 | 117&108 | 97&95 | 101&97 | 104&93 | 102 |
| COC(=O)c1cc(-c2ccc(OC)c(OC)c2)[nH]c1N/N=C/c1c(Cl)cccc1Cl | 41 | 15 | 49 | 27 | -19* | 14 | 41 | 55 | 62 |
| COc1ccc(C(=O)COc2ccc(/C=C3\CSc4ccc(C)cc4C3=O)cc2)cc1 | nt | 103 | nt | nt | 102 | 77 | 85 | 110 | 94 |
| COc1ccc(-c2c(N)c(=O)n(C)c3ccccc23)cc1 | 68 | 88 | 77 | 59 | 52 | 61 | 74 | 77 | 47 |
| COc1ccc(-c2cc(C(=O)c3cc(C)c(C)cc3O)c[nH]c2=O)cc1 | 87 | 97 | 89 | 94 | 94 | 87 | 89 | 91 | 91 |
| CCN(CC)Cc1cc(C(C)(C)C)cc(N2CCOCC2)c1O | 114 | 114 | 104 | 107 | 113 | nt | 101 | 99 | 93 |
| O=C(O)C(C(=O)O)C(c1ccccc1)c1ccccc1Br (centres undefined) | 97 | 104 | 102 | 105 | 103 | 81 | 99 | 103 | 95 |
| COc1cc(C(O)CCN(CCO)Cc2ccccc2)cc(OC)c1OC (centres undefined) | 102 | 103 | 99 | 100 | 117 | 99 | 114 | 107 | 102 |
| COc1ccc(/C=N/C2=C(C#N)C(c3ccccc3)c3ccc4ccccc4c3O2)cc1 (centres undefined) | 30 | 8.6* | 27 | 4.7* | 2.1* | -7.1* | 14 | 44 | 51 |

Going on with the list:
SMILES | NCI-H23 | NCI-H460 | OVCAR-5 | NCI/ADR-RES | OVCAR-3 | NCI-H522 | OVCAR-8 | NCI-H322M | NCI-H226
CCCCCCN(CCCCCC)CC(O)c1cc(-c2ccccc2)nc2cc(Cl)ccc12 (centres undefined) | 76 | 95 | 102 | 90 | 80 | 78 | 104 | 75 | 101
O=C(Nc1ccc(Cl)cc1)c1cccnc1Oc1ccc2c(c1)OCO2 | 97 | 96 | 91 | 86 | 96 | 78 | 92 | 92 | 100
CCOC(=O)/C=C(C)/C=C/C1=C(C)CCCC1(C)C | 92 | 101 | 100 | 92 | 105 | 84 | 110 | 95 | 96
O=C(O)c1cn(C2CC2)c2cc(N3CCN(Cc4cc(O)ccc4O)CC3)c(F)cc2c1=O | 86 | 103 | 104 | 95 | 95 | 81 | 81 | 89 | 98
CC1CCCc2c1nc(NC(=S)NC(=O)c1ccccc1)c(C#N)c2-c1ccc(Cl)cc1 (centres undefined) | 91 | 96 | 103 | 94 | 99 | 72 | 93 | 99 | 109
COc1ccc(NC(=S)N/N=C/c2ccnc(F)c2)cc1 | 96 | 101 | 107 | 104 | 108 | 73 | 99 | 88 | 104
COc1cc(/C=N/n2c(CN3CCCCC3)nc3ccccc3c2=O)cc(OC)c1OC | 95 | 105 | 104 | 96 | 113 | 95 | 99 | 105 | 94
O=C(CN1CCCCCC1)Nc1nc2ccc(NCc3ccc(Br)cc3)cc2s1 | 95 | 98 | 106 | 98 | 107 | 57 | 89 | 102 | 99
C[C@]12CCC3c4ccc(O)cc4CCC3C1CC[C@@H]2O (some centres undefined) | 102 | 105 | 102 | 85 | 114 | 80 | 99 | 101 | 105
C=C(C)[C@@H]1CCC[C@]2(C(=O)N3CCN(C)CC3)CC[C@]3(C)[C@@H](CC[C@@H]4[C@@]5(C)CC/C(=N\NC(=O)c6ccncc6)C(C)(C)[C@@H]5CC[C@]43C)[C@@H]12 | 93 | 88 | 80 | 99 | 95 | 98 | 97 | 94 | 101
CCOC(=O)C(=O)c1c[nH]c2ccc(OCc3ccccc3)cc12 | 93 | 106 | 97 | 100 | 100 | 92 | 101 | 96 | 90
CC1=NC(c2ccccc2)C2=C(N1)/C(=C/c1ccccc1)CCC2 (centres undefined) | 95 | 97 | 109 | 105 | 113 | 96 | 97 | 100 | 107
O=CC(O)CN1CCCC1 (centres undefined) | 100 | 108 | 103 | 100 | 104 | 75 | 88 | 96 | nt
O=S(=O)(Cc1ccc(Cl)cc1)Oc1ccc(Cl)cc1 | 101 | 114 | 99 | 107 | 114 | 93 | 108 | 95 | 110
CCOC(=O)c1c(NC(=S)NC)sc2c1CCCC2 | 92 | 98 | 81 | 100 | 108 | 94 | 98 | 107 | 98
Cc1[nH]c2ccccc2c1C(C[N+](=O)[O-])c1ccco1 (centres undefined) | 93 | 102 | 96 | 97 | 97 | 89 | 95 | 107 | 94
Oc1ccc(C=NCCN=Cc2ccc(O)cc2)cc1 | 97 | 104 | 114 | 99 | 73 | 99 | 103 | 92 | 100
Nc1ccccc1-c1cc2c(c3c1[nH]c1ccccc13)CCCCC2 | 91 | 97 | 108 | 95 | 102 | 85 | nt | 99 | 117
CCOC(=O)c1ccc(NC(N)=O)cc1 | 86 | 102 | 99 | 97 | 86 | 61 | 95 | 89 | 93
COC1=CC2C(O)c3ccccc3N3C(=O)CCC23C=C1OC (centres undefined) | 104 | 104 | 99 | 102 | 110 | 95 | 103 | 102 | 98
